# Screening results as filed in PubChem.
# MITF TRPM1 inh = MITF TRPM1 promoter inhibition in SK-MEL-5 cells; SK-MEL-5 TRPM1 promoter luciferase, 24 h; AID 488899; 0.83% of 330,000 active; inhibition, % at 12.5 µM;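 active = mean inhibition across replicates of 60% or more, whatever share of single replicates reaches that level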; note: values of inactives mirror those of a sister screen read the other way
# Exocytosis inh = blocks lytic granule exocytosis. TALL-104 LAMP-1 surface exposure, flow cytometry; cells stimulated with thapsigargin and PMA. inhibition, % at 10 µM. 0.66% of 360,000 active. AID 651702;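 active = inhibition above about 55%, limit read from the data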
# PDI turbidity = blocks human protein disulfide isomerase activity; P07237; PDI insulin aggregation turbidity, A650, 90 min; inhibition, % at 10 µM; 0.052% of 350,000 active; AID 588391;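 active = mean inhibition across replicates of 30% or more, whatever share of single replicates reach that level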;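 note: absorbance from insulin aggregation driven by PDI reduction with DTT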
# Target sequence (P07237 whole entry, looked up): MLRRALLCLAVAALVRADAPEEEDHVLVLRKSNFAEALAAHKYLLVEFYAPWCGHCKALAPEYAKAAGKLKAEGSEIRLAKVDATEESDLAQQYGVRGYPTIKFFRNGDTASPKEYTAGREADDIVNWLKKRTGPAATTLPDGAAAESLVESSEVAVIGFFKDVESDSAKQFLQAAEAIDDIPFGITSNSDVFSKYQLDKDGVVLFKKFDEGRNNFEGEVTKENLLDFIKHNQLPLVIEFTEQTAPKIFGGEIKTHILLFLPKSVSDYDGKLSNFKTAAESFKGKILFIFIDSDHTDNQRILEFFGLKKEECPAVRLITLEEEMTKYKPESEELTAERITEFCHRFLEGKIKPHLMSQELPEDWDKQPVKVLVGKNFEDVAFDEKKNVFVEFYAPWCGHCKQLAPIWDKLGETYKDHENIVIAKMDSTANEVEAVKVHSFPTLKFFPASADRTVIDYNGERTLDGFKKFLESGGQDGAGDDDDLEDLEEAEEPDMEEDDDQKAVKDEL
# CaV13 FRET inh = Disruptors of the CACNA1D IQ motif to Ca2+-dependent inactivation inhibitor domain association, primary screening, Förster resonance energy transfer in intact living …; HEK cells, CFP/YFP FRET ICDI-IQ, plate reader, 10 min; percent FRET-ratio fall versus neutral wells; inhibition, % at 12.3 µM; 0.098% of 340,000 active;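 active = mean replicate inhibition of at least 30% and at least 1% of replicates passing that level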;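 note: 0% = median of the neutral control wells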
# NR2E3 ag-1 = agonists of human NR2E3 nuclear receptor; CHO-S Gal4-NCOR/VP16-NR2E3 two-hybrid, luciferase; inhibition of corepressor binding, % at 3.98 µM; 0.35% of 360,000 active; AID 602229;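 active = inhibition above the mean of all tested compounds plus 3 SD, cut at about 70% in these data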;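 note: 0% = DMSO with NR2E3 transfected cells and 100% = cells lacking NR2E3 construct; higher means lower luciferase signal from less NR2E3 corepressor binding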
# Target sequence (Q9Y5X4 whole entry, looked up, the tested form may be a part): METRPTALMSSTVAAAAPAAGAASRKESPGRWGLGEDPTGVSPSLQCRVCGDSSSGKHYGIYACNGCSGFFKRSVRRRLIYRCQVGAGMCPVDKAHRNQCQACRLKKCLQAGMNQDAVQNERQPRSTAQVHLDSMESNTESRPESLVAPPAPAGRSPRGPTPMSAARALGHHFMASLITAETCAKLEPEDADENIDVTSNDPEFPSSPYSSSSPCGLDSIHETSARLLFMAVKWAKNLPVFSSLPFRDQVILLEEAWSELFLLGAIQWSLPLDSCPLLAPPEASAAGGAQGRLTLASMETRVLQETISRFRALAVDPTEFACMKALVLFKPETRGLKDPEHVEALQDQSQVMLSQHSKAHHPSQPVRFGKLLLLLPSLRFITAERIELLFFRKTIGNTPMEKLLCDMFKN
# NR2E3 ag-2 = NR2E3 (human) agonism; inhibition of corepressor binding, % at 4.78 µM; AID 2300; 0.12% of 320,000 active; Q9Y5X4; GST-NR2E3/biotin-RetCOR TR-FRET, 1536-well;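 active = percent inhibition above the cutoff of mean plus 3 SD of all tested compounds, set per screening campaign, cut at about 20% in these data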;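 note: 0% = DMSO wells and 100% = biotin wells as full block of FRET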
#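 Material: NR2E3–RetCOR corepressor complex / Amount: 1.35 nM GST-NR2E3 / Medium: Tris pH 7.5 / Compound: single nominal compound dose of 4.8 µM / Incubation: 5 h at 4 °C / Technique: TR-FRET, Eu(K)-anti-GST donor, streptavidin-D2 acceptor, ex 340, em 617/671 nm / Read-out basis: percent loss of FRET ratio relative to control wells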
# hiPSC survival = hiPSC single-cell survival enhancement; ATPlite luminescence; 100% = ROCK inhibitor wells, 0% = DMSO; survival enhancement, % at 20 µM; 0.044% of 360,000 active; AID 602274; in the data active = survival enhancement above about 18%;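 note: cells exposed to compounds for 16 hours before the ATP read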
# Vif inh = inhibitors of HIV Vif. HEK293T cells, Vif self-association by quenched fluorescence, imaging, 24 h. inhibition, % at 7.49 µM. 0.35% of 340,000 active. AID 602346; in the data active = inhibition above about 50%, passing the limit was not always enough; note: some results filed as inactive read as strong as hits
# aDG glyco up = increases alpha dystroglycan glycosylation | activation, % at 10 µM | Pro5-aDG cells, alpha-DG glycosylation AlphaScreen (IIH6); 0% Pro5, 100% B10-LARGE cell signal | AID 624168 | 0.22% of 360,000 active;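 active = activation of at least 8% versus controls, or a plate z-score of at least 8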;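 note: Pro5 are CHO cells carrying HIG-tagged alpha-DG that lacks glycosylation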
# HIF-2a block = HIF-2a inhibition. 786-0 RCC cells HIF-2a reporter, luciferase luminescence, overnight. inhibition, % at 18.8 µM. 0.72% of 360,000 active. AID 624352;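 active = inhibition of the luminescence signal of 40% or more relative to plate controls, in a single-dose primary screen at 18.75 µM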
# Peg3 prom inh = reduces Peg3 promoter-driven luciferase expression in HeLa; HeLa PEG-Prom luciferase reporter, luminescence, overnight; inhibition, % at 20 µM; 1.7% of 360,000 active;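 active = inhibition of at least 50% at 20 µM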
# Numbers without * were called inactive; . = no result given. Compounds as they come (roughly 3.5% active in at least one column).
no.	Molecule	MITF TRPM1 inh	Exocytosis inh	PDI turbidity	CaV13 FRET inh	NR2E3 ag-1	NR2E3 ag-2	hiPSC survival	Vif inh	aDG glyco up	HIF-2a block	Peg3 prom inh
1	CCS(=O)(=O)N1Cc2ccccc2CC1C(=O)Nc1nc2c(C)cccc2s1 (configuration not stated)	0.5	3.2	-5.0	-4.8	-29.5	-0.3	-0.2	-13.4	0.0	-134.6	-154.6
2	COc1ccc(CNCc2ccncc2)cc1OC	1.5	0.8	-2.0	-6.4	4.1	-2.6	0.5	-0.1	0.1	10.0	16.8
3	COc1cccc(NC(=O)CC2Oc3ccccc3NC2=O)c1 (configuration not stated)	4.1	-7.5	-0.3	-12.2	-17.1	2.9	0.1	-10.3	0.0	20.9	24.7
4	O=C(COc1coc(CN2CCN(c3ccc(F)cc3)CC2)cc1=O)NC1CCCCC1	19.1	-1.4	14.4	-5.4	8.1	.	-0.3	-4.0	0.4	6.1	6.2
5	C/C(=N/NC(=O)c1cn(-c2cccc(C)n2)cn1)c1ccc(C)cc1	2.3	-0.4	0.5	-0.9	20.7	0.2	-0.8	11.8	0.2	-8.2	-15.9
6	COc1cc(/C=C2\N=C(C)OC2=O)cc(Cl)c1OC(C)=O	-1.0	0.7	-3.7	-3.3	14.9	2.5	-0.5	4.9	-0.1	9.3	4.4
7	O=C(NCCc1csc(-c2ccccc2)n1)c1cccs1	.	-3.3	.	-5.9	13.9	-0.3	1.8	14.6	0.7	-91.8	-38.0
8	O=C(CC1C(=O)NCCN1CC(c1ccccc1)c1ccccc1)NCCc1cn[nH]c1 (configuration not stated)	3.9	1.7	7.7	-5.1	0.2	-1.9	0.1	-6.9	0.2	19.0	-0.7
9	CC(=NNC1=NCCN1)c1cnn(C2=NCCN2)c1C	.	15.1	.	-9.2	-7.4	.	1.3	1.1	-0.2	6.5	-1.6
10	COc1ccccc1CNC(=O)C1Cc2ccccc2C(=O)O1 (configuration not stated)	-3.8	1.3	-4.7	-3.4	-0.4	-1.8	0.6	-7.1	-0.1	9.9	2.4
11	OCC[C@@H]1C[C@@H](O)[C@H](O)[C@@]2(CCc3ccccc3CO2)O1	1.2	-7.7	-5.5	-4.9	-38.1	-1.5	-2.1	-5.1	0.2	1.6	8.1
12	COc1ccc2cnn(-c3ccccc3C)c(=O)c2c1OC	-1.6	3.5	-7.9	-3.1	-6.9	0.7	-2.1	21.3	1.9	-0.6	-0.1
13	CCc1ccc([C@@H]2CC=C(C(=O)O)[C@H](c3ccc(C(C)(C)C)cc3)N2S(=O)(=O)c2ccc(C)cc2)cc1	10.4	1.7	-5.7	-4.8	92.6*	.	-2.7	.	-0.1	13.8	-1.5
14	CCN(C[C@H]1N[C@@](CC)(C(=O)OC)[C@H]2C(=O)N(Cc3ccccc3)C(=O)[C@@H]12)C(=O)C1CCCCC1	-3.6	-1.2	15.5	-6.1	-51.4	.	2.7	9.5	-0.1	2.9	3.9
15	CCOC(=O)C1CCCC(NS(=O)(=O)c2ccc(NC(C)=O)cc2)C1 (configuration not stated)	13.1	-0.3	0.7	.	-10.3	-6.6	-2.2	1.9	0.0	4.9	13.2
16	CCOc1cc(C)ccc1OCc1nnc(SCC(=O)Nc2cccc(C(=O)O)c2)n1-c1ccccc1	6.6	4.5	-5.0	-1.2	-6.2	-1.9	0.2	0.0	0.0	5.6	4.1
17	O=C(c1cccc(S(=O)(=O)N2CCOCC2)c1)N1CCC(Cc2ccccc2)CC1	14.1	-10.6	3.6	-3.8	37.9	2.6	-0.5	4.6	0.2	11.4	7.5
18	O=C(NN=Cc1ccc2c(c1)CCN2)c1cccs1	.	-5.6	6.3	-5.4	-131.3	.	-2.8	-9.9	0.3	-211.9	-414.9
19	c1ccc(CSc2ncnc3sccc23)cc1	-12.5	-0.4	-1.1	-3.7	-10.5	-0.6	-0.9	2.9	-0.3	-110.9	-63.4
20	O=C(CCc1ccccc1)Nc1ccc(S(=O)(=O)N2CCOCC2)cc1	12.6	-1.0	-3.9	1.8	-11.1	1.9	-0.7	7.1	-0.2	6.9	7.8
21	CCc1cccc(C)c1NC(=O)CN1C(=O)c2ccccc2S1(=O)=O	-4.5	8.8	-0.9	4.1	-15.1	-1.4	0.2	-0.8	-0.2	2.6	4.4
22	CCOC(=O)c1nnsc1Nc1ccc(C)c(C)c1	-46.0	-1.9	2.6	1.1	-62.3	-1.0	-1.0	2.9	0.0	-251.0	-155.3
23	CCCS(=O)(=O)c1nc(S(=O)(=O)c2ccc(C)cc2)c(NCCN2CCOCC2)s1	10.1	-2.2	0.8	.	25.7	2.3	0.9	0.8	-0.1	9.6	7.1
24	O=C(CC(C(=O)O)c1cccc(Cl)c1Cl)c1ccccc1 (configuration not stated)	3.1	-14.6	-19.3	-9.9	-2.1	-0.7	-0.8	-7.3	0.1	11.9	-0.2
25	O=C(CNC(=O)c1ccccc1F)N/N=C/c1ccco1	-22.9	13.0	-18.3	-2.1	8.8	-0.4	-0.5	7.9	-0.1	-27.1	-34.8
26	COc1ccc(/C=C(/NC(=O)c2ccccc2)C(=O)N2CCCCC2)cc1OC	-4.1	-0.7	5.7	-2.2	-21.6	0.6	-0.5	-20.0	-0.1	4.4	9.2
27	CN1/C(=C/C(=O)c2nc(S(C)(=O)=O)ncc2Cl)C(C)(C)c2ccccc21	105.7*	57.7*	-4.1	.	-20.2	0.1	-3.8	31.4	-0.4	91.5*	111.0*
28	Cc1ccc(C(C(=O)NC2CCCC2)N(C(=O)c2csnn2)C2CCCC2)o1 (configuration not stated)	-3.7	1.2	2.2	-2.8	12.1	-0.9	0.8	6.3	0.2	8.8	1.8
29	CC1ON=C(c2ccccn2)N(Cc2ccc3c(c2)OCO3)C1=O (configuration not stated)	.	-5.5	1.7	19.1	-8.8	.	2.9	-2.6	-0.1	8.3	0.1
30	COC(=O)CSc1nc2[nH]ncc2c(=O)[nH]1	6.3	-16.3	12.3	-1.5	-28.0	5.4	2.7	-8.2	-0.3	12.7	4.8
31	C[C@@H]1CN([C@@H](C)CO)C(=O)c2cc(Br)cnc2O[C@H]1CN(C)C(=O)CN1CCOCC1	.	-5.1	-7.2	-2.8	-10.2	.	1.9	.	0.0	5.0	-11.3
32	CCOC(=O)C1=C(C)OC(N)=C(C#N)C1c1cc(SCC)oc1C (configuration not stated)	8.2	2.4	-4.7	-6.6	-12.5	-1.7	-0.3	0.4	-0.6	11.4	12.5
33	CN(Cc1ccc(F)cc1)C(=O)c1cc(S(=O)(=O)N2CCCCC2)ccc1N1CCOCC1	-14.5	-1.6	3.7	-1.5	1.1	.	-0.1	1.6	0.0	6.4	20.3
34	O=C(O)c1ccccc1N(c1ccccc1)c1ccccc1	.	6.6	7.6	-4.5	25.1	2.1	-0.4	-1.3	0.4	18.8	7.9
35	O=[N+]([O-])c1ccc(F)cc1OCc1nc(-c2cccs2)no1	-90.4	0.4	-2.0	-10.3	-40.0	.	-0.7	0.3	0.0	-296.2	-306.9
36	CN(CC(=O)Nc1ccccc1Cl)C1CCCCC1	-4.7	43.1	-48.9	-6.0	-8.8	-3.5	1.3	-0.8	-0.1	-1.0	9.5
37	COc1ccc(S(=O)(=O)N(C)C)cc1NC(=O)COc1ccc2c(c1)CCC2	.	3.5	-0.5	-5.5	9.9	.	-2.0	-21.0	1.0	-6.0	8.4
38	CCOC(=O)c1cc2c(ccn2C)n1CC(=O)N(CC)CC	-8.1	1.1	-10.7	-3.9	9.1	-1.8	1.3	1.7	0.0	-6.8	0.6
39	Cc1cccc(NC(=O)c2nc[nH]c2C(=O)NCC(=O)OC(C)(C)C)c1	-7.5	-0.6	1.2	-5.1	-2.0	2.2	0.4	-1.5	0.1	-16.5	5.1
40	CCCN1C(=O)CC(c2ccc(OC)c(OC)c2)C1=O (configuration not stated)	.	-9.3	.	-10.3	6.5	.	0.6	.	-0.1	12.9	-7.2
41	CC(C)(C)C(=O)C[n+]1ccccc1	15.7	-1.1	-13.3	5.5	17.2	1.1	-1.9	6.0	-0.1	15.2	0.8
42	COCCN(CCOC)S(=O)(=O)c1ccc(C(=O)NCCCN2CCOCC2)cc1	-0.6	10.6	-10.1	.	-11.6	1.7	-1.5	1.7	-0.1	2.8	14.7
43	CCOc1ccccc1/C=N\Nc1cnn(Cc2ccccc2)c(=O)c1Cl	-5.2	12.0	-3.0	-7.3	-23.4	-0.4	-4.6	-3.0	0.7	28.5	23.6
44	COCCN(C(=O)CSc1cc(C)c2ccccc2n1)c1c(N)n(CC(C)C)c(=O)[nH]c1=O	-3.8	-3.6	-13.3	-2.2	5.2	4.5	4.6	13.9	0.0	16.3	-4.5
45	COc1ccc(C(C)NC(=S)NC2CCCCC2)cc1OC (configuration not stated)	-0.5	0.6	-7.8	-2.7	5.5	0.4	-0.1	-6.1	1.4	2.5	11.0
46	COc1cc(/C=N/NC(=O)NC2CCCCC2)ccc1O	-3.9	-2.2	-15.0	-6.5	-13.8	-1.7	-0.5	-4.6	-0.1	3.9	-5.4
47	Cc1cc(OCCCn2ccnc2)cc(C(C)C)c1	-3.5	-13.0	0.0	-2.6	-9.3	6.3	-0.7	10.9	-0.4	8.1	10.3
48	COc1ccc(C(C)=O)cc1CN(C)C	6.5	1.6	7.4	-4.0	2.4	-1.0	9.0	-1.9	0.7	7.6	-11.7
49	CCN(CC)S(=O)(=O)c1cc(NC(=O)COC(=O)c2c(C)noc2C)ccc1C	7.8	-5.4	2.9	-6.4	19.3	1.6	-0.5	-5.1	0.4	-1.7	-4.4
50	COc1ccc(C(=O)COC(=O)CCCC(=O)NC2CCCCC2)cc1	-1.5	-1.1	-2.8	-6.4	1.7	0.7	-0.4	.	0.4	13.7	6.5
51	O=[N+]([O-])c1ccc2nonc2c1Nc1ccccc1	-3.8	4.4	-69.4	-4.9	-3.4	-2.9	0.1	-4.5	0.0	20.2	17.7
52	COc1ccc(C(=O)NCCn2nc(C)cc2C)cc1OC1CCN(C(C)=O)CC1	3.6	0.8	1.1	-3.7	11.6	-0.1	-0.4	.	-0.1	-0.9	-15.4
53	Cc1ccsc1/C=N/NC(=S)NCc1ccccc1	-1.7	-0.2	-3.1	-0.1	-45.2	1.1	-0.5	-2.5	-0.1	-80.5	-59.5
54	COc1cc(NC(=O)NCC2CCN(Cc3ccccc3F)CC2)cc(OC)c1	21.1	1.6	2.9	-3.6	-0.1	.	-0.6	.	0.0	10.8	1.9

# Molecules above that have a nitro group on carbon:
no.	Molecule	MITF TRPM1 inh	Exocytosis inh	PDI turbidity	CaV13 FRET inh	NR2E3 ag-1	NR2E3 ag-2	hiPSC survival	Vif inh	aDG glyco up	HIF-2a block	Peg3 prom inh
35	O=[N+]([O-])c1ccc(F)cc1OCc1nc(-c2cccs2)no1	-90.4	0.4	-2.0	-10.3	-40.0	.	-0.7	0.3	0.0	-296.2	-306.9
51	O=[N+]([O-])c1ccc2nonc2c1Nc1ccccc1	-3.8	4.4	-69.4	-4.9	-3.4	-2.9	0.1	-4.5	0.0	20.2	17.7
